From PubChem
TAAR1 ag – human TAAR1 agonism | Q96RJ0 | CHO RD-HGA16 TAAR1, Fluo-8 calcium fluorescence; vehicle wells 0%, saturating PEA agonist 100% | activation, % at 3 µM | actives 0.99% (n = 360,000) | AID 624467;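 active = activation above the mean activation of all test compounds in the run plus 3 SD, cut at about 38% in these data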
Target sequence (Q96RJ0 whole entry, looked up): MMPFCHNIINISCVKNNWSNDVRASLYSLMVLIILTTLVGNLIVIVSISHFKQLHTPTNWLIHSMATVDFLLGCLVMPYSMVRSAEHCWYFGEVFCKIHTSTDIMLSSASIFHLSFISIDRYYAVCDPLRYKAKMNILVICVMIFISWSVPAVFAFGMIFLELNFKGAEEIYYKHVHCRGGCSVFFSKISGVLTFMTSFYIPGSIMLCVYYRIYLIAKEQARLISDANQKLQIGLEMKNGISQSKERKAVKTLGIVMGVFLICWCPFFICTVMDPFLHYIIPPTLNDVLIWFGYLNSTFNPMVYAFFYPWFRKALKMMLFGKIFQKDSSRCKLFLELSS
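Repeats: no replicates (n 1) | Material: CHO-derived RD-HGA16 cells with stable Gα16 and human TAAR1 | Technique: Kinetic Fluo-8 calcium fluorescence | Schedule: 17-24 h seeding, 75 min 37 °C dye, 30 min RT | Evaluation: % activation from peak over basal fluorescence ratio, DMSO-to-PEA scaled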
OXTR potentiator – potentiators of human oxytocin receptor | P30559 | CHO-OTR cells, Fluo-8 calcium fluorescence, potentiator mode; 0% = oxytocin EC15, 100% = EC100 | activation, % at 3 µM | actives 0.061% (n = 320,000);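 active = activation above that plate's cutoff, the mean activation of tested compounds plus 3 SD, cut at about 6.6% in these data, passing the limit was not always enough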;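 note: 100% uses oxytocin at 75 nM as the full agonist control; some results filed as inactive read as strong as hits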
Target sequence (P30559 whole entry, looked up): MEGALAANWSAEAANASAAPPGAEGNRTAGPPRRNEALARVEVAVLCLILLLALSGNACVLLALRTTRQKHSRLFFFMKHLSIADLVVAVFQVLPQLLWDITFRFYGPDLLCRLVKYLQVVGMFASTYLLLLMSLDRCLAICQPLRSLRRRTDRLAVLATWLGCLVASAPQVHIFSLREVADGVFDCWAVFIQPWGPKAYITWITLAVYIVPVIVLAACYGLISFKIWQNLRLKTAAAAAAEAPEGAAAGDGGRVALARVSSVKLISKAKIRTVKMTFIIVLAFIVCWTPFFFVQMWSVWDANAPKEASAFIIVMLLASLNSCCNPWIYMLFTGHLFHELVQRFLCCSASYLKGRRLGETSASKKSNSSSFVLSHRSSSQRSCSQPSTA
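assay system = CHO-OTR cells, human receptor | schedule = compound 6 min at room temperature before oxytocin, 100 s read | detection = Fluo-8 intracellular calcium fluorescence, ex 470-495, em 515-575 nm | evaluation = normalized max/min fluorescence ratio, % activation | control set = EC15 oxytocin alone as 0%, 75 nM oxytocin (EC100) as 100%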
CHO-K1 Ca ag – nonselective activator or artifact in parental CHO-K1 cells | Fluo-8 calcium fluorescence; scaled to maximal ATP response, vehicle zero | activation, % at 3 µM | actives 0.48% (n = 360,000); in the data active = activation above about 15%;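 note: untransfected CHO-K1 host cells lacking M1 receptor as counterscreen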
CHO-K1 Ca antag – nonselective inhibitor or artifact in parental CHO-K1 cells. ATP-induced calcium, Fluo-8 fluorescence. inhibition, % at 3 µM. actives 0.6% (n = 360,000). AID 602250;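 active = inhibition above a per-plate cutoff, the plate's mean sample inhibition plus 3 SD, cut at about 24% in these data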;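 note: 0% = DMSO plus EC80 ATP and 100% = DMSO alone without ATP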
M1 ag – human M1 muscarinic receptor agonism; actives 0.33% (n = 360,000); P11229; activation, % at 3 µM; CHO-K1 hM1, Fluo-8 calcium fluorescence, agonist mode; 0% DMSO, 100% acetylcholine EC100;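 active = activation above the run's mean compound activation plus 3 SD, cut at about 16% in these data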;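 note: peak over basal fluorescence ratio within a 140 s kinetic read after compound addition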
V1R ag counter – activates human V1a receptor in oxytocin agonist counter-screen; CHO-V1R cells, Fluo-8 calcium fluorescence, agonist mode; 0% DMSO, 100% 3 nM vasopressin; actives 0.25% (n = 320,000); P37288; activation, % at 3 µM;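 active = activation above the mean activation of all tested compounds plus 3 SD, per screening run, cut at about 20% in these data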;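 note: signal is peak over basal fluorescence ratio across a 100 second FLIPR read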
CHO parental Ca – counter-screen for OX1R antagonists: effect in parental CHO cells | parental CHO-K1, ATP-induced calcium, Fluo-8 fluorescence | inhibition, % at 5.6 µM | actives 0.63% (n = 330,000);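 active = inhibition above that plate's mean sample inhibition plus 3 SD, cut at about 26% in these data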;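 note: 0% = ATP-challenged DMSO wells and 100% = DMSO wells without ATP; some compounds past the cut are filed as inactive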
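material = parental CHO cells | also added = ATP as calcium-mobilizing challenge | dosing = single point at 5.6 µM | detection = intracellular calcium via Fluo-8 no-wash fluorescent dye | read-out = % inhibition | benchmarks = low control ATP plus DMSO, high control DMSO only | repeats = one well per compound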
TAAR1 antag – human TAAR1 antagonism; CHO RD-HGA16 TAAR1, Fluo-8 calcium fluorescence, antagonist; actives 1.5% (n = 360,000); inhibition, % at 3 µM;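 active = inhibition above a per-plate cutoff, the mean inhibition of test compounds on that plate plus 3 SD, cut at about 49% in these data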;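 note: 0% = DMSO plus EC80 beta-PEA response and 100% = DMSO alone without agonist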
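System: RD-HGA16 CHO cells with stable hTAAR1 and Gα16 | Probe or stimulus: EC80 β-phenethylamine stimulus | Dosing: 3 µM, single point | Times: Dye loading 75 min at 37 °C, then 30 min room temperature | Measured by: Fluo-8 calcium-sensitive fluorescence | Read-out basis: % inhibition of agonist calcium response | Replicates: n of 1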
CHO-K1 Ca PAM – nonselective activator or artifact in parental CHO-K1 calcium assay | activation, % at 3 µM | actives 0.02% (n = 360,000) | ATP EC20, Fluo-8 calcium fluorescence; 0% at ATP EC20, 100% at ATP max | AID 602247;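 active = activation above the run cutoff, the mean activation of all test compounds plus 3 SD, cut at about 40% in these data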;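 note: peak over basal fluorescence ratio in a 140 s read after ATP addition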
* marks the source's active call; other numbers are inactive results; · = no result given.

SMILES	TAAR1 ag	OXTR potentiator	CHO-K1 Ca ag	CHO-K1 Ca antag	M1 ag	V1R ag counter	CHO parental Ca	TAAR1 antag	CHO-K1 Ca PAM
O=C(CC1CCCC1)OCn1nnc2ccccc2c1=O	6	-6	0.2	-6	-4	1.1	-6	-3	2
CCOC(=O)CN1C(=O)N(CC)C(C)=C(C(=O)OC)[C@@H]1c1ccccc1	6	-5	0.1	-10	-10	0.6	-11	-11	8
O=C(NC(c1ccc(Cl)cc1)c1ccsc1)C1CCN(Cc2ccc(Oc3ccccc3)cc2)CC1 (configuration not stated)	4	·	1.4	-4	-3	·	·	25	19
O=C1Nc2ccc(S(=O)(=O)N3CCCCCC3)c3cccc1c23	0	-3	0.4	-13	5	-0.4	-11	-6	8
O=C(CSc1ccc(Cl)cc1)N1CCN(c2ccc([N+](=O)[O-])cc2Cl)CC1	11	-21	2.2	2	-2	2.8	4	12	10
C/C(=N\Nc1nc(N2CCOCC2)nc(N2CCOCC2)n1)c1ccc([N+](=O)[O-])cc1	6	3	0.1	3	-2	-0.1	-5	14	9
O=C(CN(C(=O)CCC(=O)Nc1nccs1)c1cccc(F)c1)NCc1ccc2c(c1)OCO2	-3	-17	-0.7	9	-6	-0.4	-24	-4	5
COc1cc(Cl)c(C)cc1NC(=O)COC(=O)C(NS(=O)(=O)c1ccc(Cl)cc1)C(C)O (configuration not stated)	8	0	4.9	-7	-5	2.0	9	18	25
FC(F)(F)c1cccc(NC(=S)NCC2COc3ccccc3O2)c1 (configuration not stated)	14	-10	10.0	23	1	7.8	7	-20	-12
O=C(NCc1ccc(Cl)cc1Cl)C1CC(=O)N(Cc2ccccc2)C1 (configuration not stated)	3	-11	2.6	-10	-3	0.2	-10	-5	9
COc1ccc(C(=O)N(Cc2ccccc2)c2cccc(C)c2)cc1S(=O)(=O)N1CCOCC1	6	-11	1.5	2	-4	-0.8	-34	-3	3
COc1ccc(CC(NC(C)=O)C(=O)NC2CCN(c3ncccc3[N+](=O)[O-])CC2)cc1 (configuration not stated)	5	-6	0.0	-10	-4	0.9	-12	-9	10

Entries listed so far that have four or more nitrogen atoms, in the order listed:
SMILES	TAAR1 ag	OXTR potentiator	CHO-K1 Ca ag	CHO-K1 Ca antag	M1 ag	V1R ag counter	CHO parental Ca	TAAR1 antag	CHO-K1 Ca PAM
C/C(=N\Nc1nc(N2CCOCC2)nc(N2CCOCC2)n1)c1ccc([N+](=O)[O-])cc1	6	3	0.1	3	-2	-0.1	-5	14	9
O=C(CN(C(=O)CCC(=O)Nc1nccs1)c1cccc(F)c1)NCc1ccc2c(c1)OCO2	-3	-17	-0.7	9	-6	-0.4	-24	-4	5
COc1ccc(CC(NC(C)=O)C(=O)NC2CCN(c3ncccc3[N+](=O)[O-])CC2)cc1 (configuration not stated)	5	-6	0.0	-10	-4	0.9	-12	-9	10

Ordered by value in M1 ag (ascending): three of the compounds above
molecule | M1 ag
COc1cc(Cl)c(C)cc1NC(=O)COC(=O)C(NS(=O)(=O)c1ccc(Cl)cc1)C(C)O (configuration not stated) | -5
COc1ccc(CC(NC(C)=O)C(=O)NC2CCN(c3ncccc3[N+](=O)[O-])CC2)cc1 (configuration not stated) | -4
O=C(CSc1ccc(Cl)cc1)N1CCN(c2ccc([N+](=O)[O-])cc2Cl)CC1 | -2

Remaining list, next part:
SMILES	TAAR1 ag	OXTR potentiator	CHO-K1 Ca ag	CHO-K1 Ca antag	M1 ag	V1R ag counter	CHO parental Ca	TAAR1 antag	CHO-K1 Ca PAM
CSc1cccc(NC(=O)CNC(=O)c2ccc3c(c2)OCO3)c1	1	7	1.2	3	-2	-0.6	1	2	-10
Cc1ccc(C(=O)C(OC(=O)CN2C(=O)c3ccccc3C2=O)c2ccccc2)cc1C (configuration not stated)	2	4	0.6	-14	-4	0.3	-8	-3	10
COc1cc(C)c(Br)cc1S(=O)(=O)N1CCOCC1	2	-13	-0.2	-7	-3	-1.0	7	-23	3
COc1cccc(CNC(=O)c2ccccc2NC(=O)C2=C(C)OCCS2)c1	11	6	4.6	-1	-1	0.0	-27	31	-3
O=C(CC12CC3CC(CC(Br)(C3)C1)C2)Nc1cccc(S(=O)(=O)NC2=NCCC2)c1	1	-19	1.2	-16	-7	1.1	-3	4	14
C/C(=N\NC(=O)c1cccc([N+](=O)[O-])c1)c1cccc(NC(=O)C2CC2)c1	6	2	0.3	-10	-7	-0.6	-4	3	21
O=C(Oc1c(Br)cc(C(=S)N2CCOCC2)cc1Br)c1ccc(Cl)cc1	2	-11	1.5	4	-1	1.5	13	8	8
CC(C)OCCCNC(=O)c1ccc2c(c1)ncn2C1CCCC1	2	-2	0.9	-3	0	-0.1	-1	-6	20
O=C(c1csc2c1CCCC2)N1CCN(c2ccc(F)cc2)CC1	15	-20	1.1	-2	0	1.6	2	-2	5
O=C(Nc1ccccc1)c1ccccc1C(=O)N1CCCCC1	2	-5	-0.1	2	-4	-0.5	-14	4	-6
CN(C)[C@@H]1CCC[C@H]1OC(=O)C(c1ccccc1)c1ccccc1	4	-2	-0.2	-7	-7	1.7	-17	3	3
O=C(Nc1ccccc1O)/C(=C\c1ccccc1)NC(=O)c1ccccc1	2	-10	0.1	5	-1	1.2	-16	22	-15
Cc1cc(C)n2c(SCC(=O)N(CC(C)C)c3c(N)n(CC(C)C)c(=O)[nH]c3=O)nnc2n1	2	-19	2.3	-3	-4	0.1	-9	8	-4
COc1ccc(-c2nnc(SCC(=O)c3ccc(C)o3)o2)cc1	1	·	2.7	-7	-4	·	·	2	12
CCOC(=O)C1=C(C)NC(=O)NC1c1ccc(C)o1 (configuration not stated)	1	-6	1.0	0	3	-1.5	-6	9	24
CCn1nc(C(=O)NNC(=O)c2ccccc2)c2ccccc2c1=O	3	1	1.4	-14	-3	-0.3	-6	-20	9
C=CCc1ccccc1OCC(=O)NNC(=S)NCc1ccccc1	1	-8	1.1	0	-5	2.0	-4	-15	1
COC(=O)c1ccc(CSc2nnc(Nc3ccc(OC)cc3)s2)o1	7	-17	1.9	7	-4	1.9	-17	4	4
O=C(Nc1cnn(Cc2ccccc2)c1)c1cc2nc(-c3ccco3)cc(C(F)(F)F)n2n1	5	-24	0.7	15	-4	-1.9	3	29	-5
c1ccc(-c2nc(CSc3nnc(-c4cccs4)o3)cs2)cc1	13	5	0.3	7	-2	0.5	-7	-2	-2
COc1ccccc1N(C(=O)NCc1ccccc1)C1=NCC(C)S1 (configuration not stated)	0	-3	-0.3	-9	-9	3.0	-22	-8	27
CSc1ncc(C(=O)Nc2ccc(C(C)=O)cc2)c(C)n1	7	·	1.8	-9	-5	·	·	2	-2
Cc1cccc(C(=O)Nc2cccc(-c3cnc4ccccc4n3)c2)c1	2	-5	0.1	-16	-2	0.5	-10	14	4
Nc1nonc1-n1nnc(C(=O)N/N=C/c2ccc(F)cc2)c1-c1cccs1	19	-10	7.3	-12	19*	7.5	-13	-9	6
O=C(COC(=O)CCC(=O)c1ccc(F)cc1)NCc1ccc(Cl)cc1	-1	-1	0.6	-11	0	-0.1	-12	-5	15
Cc1ccc(-c2cc(-c3ccccc3)no2)c(O)c1	1	-3	-0.1	21	-3	0.1	6	-4	-16
CC(=O)N(C1=C(N2CCOCC2)C(=O)c2ccccc2C1=O)c1ccc(C(=O)O)cc1	0	-5	0.7	-8	-4	0.1	-10	-14	13
CC(C)Oc1cc(F)ccc1-c1cc(C(=O)Nc2ccccc2)[nH]n1	0	·	1.5	-2	-5	·	·	54*	11
CC(=O)Nc1ccc(S(=O)(=O)NCCC(=O)NCc2ccncc2)cc1	0	-10	1.5	-3	-3	-0.1	0	10	5
CC1(C)CC(=O)N(c2cccc(C(F)(F)F)c2)C(=O)C1	0	-9	-0.2	-4	-2	-0.1	-8	13	18
CN(Cc1ccccc1)C(=O)c1ncn2c1c(=O)[nH]c1cccnc12	3	·	-0.4	9	3	·	·	-23	4
CC(=O)c1cccc(OCc2cc(C(=O)N3C[C@H]4CC[C@H]3C4)no2)c1	2	-12	1.1	-1	-4	5.4	-12	-16	1
Cn1c(=O)c2c(nc(N3CCCC3)n2CC(O)CO)n(C)c1=O (configuration not stated)	7	0	2.1	0	-5	1.4	-9	2	11
CCOc1ccc(-c2c(C#N)c(N)nc3c2c(=O)n(C)c(=O)n3C)cc1OC	3	-1	-0.2	-6	-3	2.8	-4	-10	-1
NC(=O)C1(Nc2ccc(-c3ccccc3)cc2)CCCC1	4	·	1.9	-5	0	·	·	-15	1
O=S(=O)(Cc1ccccc1)Nc1ccc(Br)cn1	2	-2	0.5	-3	-10	0.0	-6	18	24
Cc1nc(C(=O)NC2CCOCC2)sc1C1(C)CC(c2ccccc2)=NO1 (configuration not stated)	20	-5	2.5	-3	2	11	-19	5	5
Cc1cc(C)cc(NC(=S)N(Cc2ccc(Cl)cc2)Cc2ccc(C(=O)O)cc2)c1	0	-7	-0.4	-10	-6	0.1	-1	32	22
CC(=O)Nc1c2c(nn1-c1ccc(Cl)cc1)CSC2	3	-11	0.3	3	-3	7.1	-7	-43	-7
CCc1ccc(-c2nc(SCC(=O)N(CCOC)c3c(N)n(Cc4ccccc4)c(=O)[nH]c3=O)n[nH]2)cc1	1	1	0.1	-6	-4	0.5	-13	-28	7
N#CC(C(=O)Nc1ccccc1)=C1Nc2ccccc2N1	3	-13	1.3	-7	-3	-0.6	-6	21	15
CC(=O)Nc1ccc(S(=O)(=O)N2CCN(C(=O)N3CCCCCC3)CC2)cc1	13	-21	1.4	-6	-2	1.1	-9	6	12
CSc1cccc(CNC(=O)C2CCC(=O)N(Cc3cccc(C(F)(F)F)c3)C2)c1 (configuration not stated)	2	-5	1.0	6	2	5.6	-19	-26	-2
CCOC(=O)N1CCN(C(=O)c2cn(C)c3ccc(S(=O)(=O)N(C)C4CCCCC4)cc3c2=O)CC1	0	2	0.1	-9	-4	0.1	-24	4	9
COC(=O)C1=C(C(=O)OC)[C@@H]2N(C)c3ccccc3[C@@]23C[C@@H](C(=O)OC)N(C(C)=O)C3=N1	10	-1	0.2	-6	-4	-0.4	-13	-14	6
CCOC(=O)c1c(C)nc(C)c(C(=O)OCC)c1-c1ccc(Br)cc1	12	-9	0.1	6	-6	1.2	-24	15	-7
COc1cccc(/C=N/Nc2nc3ccccc3[nH]2)c1OC	3	-9	1.6	-11	-3	-0.4	-27	-13	19
O=C(CC1CCCC1)Nc1ccc(Br)cc1	3	-5	0.4	-19	-7	1.4	3	-12	6
CCCCCc1c(O)nc(SCC(=O)NCC2CCCO2)[nH]c1=O (configuration not stated)	0	-4	-0.2	-12	-1	0.6	5	-5	0
CCOCCCNC(=O)c1c(C)c(C(=O)OCC)n(C)c1C	3	7	-0.1	-14	-4	-0.8	-4	-2	11
